# MITF inh – inhibitors of human MITF; O75030; AlphaScreen MITF homodimerization, bead proximity signal; inhibition, % at 2.6 µM; 650,000 tested, 0.91% active; in the data active = inhibition above about 50%;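 note: 0% = vehicle wells with protein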
# Target sequence (O75030 whole entry, looked up): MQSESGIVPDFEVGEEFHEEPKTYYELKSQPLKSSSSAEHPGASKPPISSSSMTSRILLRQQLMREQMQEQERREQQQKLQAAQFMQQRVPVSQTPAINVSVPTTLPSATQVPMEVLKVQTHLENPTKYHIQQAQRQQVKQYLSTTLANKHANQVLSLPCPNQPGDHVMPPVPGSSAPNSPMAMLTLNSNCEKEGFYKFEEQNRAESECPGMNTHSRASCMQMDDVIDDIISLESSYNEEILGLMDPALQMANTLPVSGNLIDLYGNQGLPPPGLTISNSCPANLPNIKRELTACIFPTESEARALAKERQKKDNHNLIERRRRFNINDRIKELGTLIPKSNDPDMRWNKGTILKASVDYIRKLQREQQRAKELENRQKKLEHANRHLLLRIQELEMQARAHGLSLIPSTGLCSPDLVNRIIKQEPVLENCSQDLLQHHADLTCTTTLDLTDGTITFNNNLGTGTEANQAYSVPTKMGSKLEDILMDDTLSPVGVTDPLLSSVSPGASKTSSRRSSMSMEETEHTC
# TEAD-YAP block – TEAD-YAP interaction inhibition. HEK-TIYL cells, TEAD-Gal4/YAP UAS-luciferase luminescence. inhibition, % at 9.12 µM. 640,000 tested, 1.4% active; in the data active = inhibition above about 32%;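 note: 0% = median of test compound wells and 100% = reference inhibitor wells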
# GPR151 ag – activates the human receptor GPR151; Q8TDV0; PathHunter beta-arrestin GPR151 cells, luminescence; activation, % at 11.2 µM; 650,000 tested, 1% active; AID 1508602; in the data active = activation above about 4.9%;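 note: 0% = median of compound wells and 100% = cells with positive control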
# Target sequence (Q8TDV0 whole entry, looked up): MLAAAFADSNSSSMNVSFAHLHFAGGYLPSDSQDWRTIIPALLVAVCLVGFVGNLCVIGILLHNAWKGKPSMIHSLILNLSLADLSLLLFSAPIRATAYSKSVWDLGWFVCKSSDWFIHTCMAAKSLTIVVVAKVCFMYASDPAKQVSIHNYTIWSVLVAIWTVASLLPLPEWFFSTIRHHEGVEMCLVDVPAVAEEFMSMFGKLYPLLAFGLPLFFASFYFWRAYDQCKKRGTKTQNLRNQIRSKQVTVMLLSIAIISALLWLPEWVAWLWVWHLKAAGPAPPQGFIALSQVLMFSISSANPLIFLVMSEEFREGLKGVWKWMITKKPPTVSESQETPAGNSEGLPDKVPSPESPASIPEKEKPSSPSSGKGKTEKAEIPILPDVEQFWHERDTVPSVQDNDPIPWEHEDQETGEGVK
# FBW7 act – activators of human E3 ligase FBW7 | Q969H0 | AlphaScreen FBW7–phospho-cyclin E peptide binding, activator screen | normalized activity (activation), % at 26.1 µM | 650,000 tested, 0.13% active; in the data active = normalized activity above about 1.9%;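 note: purified mutant Fbw7 with reduced substrate affinity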
# The depositor's hits bear a star.
# Below each SMILES – MITF inh | TEAD-YAP block | GPR151 ag | FBW7 act
- Cc1nn(-c2ccccc2)c(C)c1N1C(=O)c2cccc3c([N+](=O)[O-])ccc(c23)C1=O
→ 11 | 8 | -1.2 | 0.5
- CCc1ccc(-c2nnc3ccc4ccccc4n23)cc1
→ 4 | -24 | 0.3 | 0.2
- CCS(=O)(=O)C1=NN2C(=N)/C(=C\c3ccc(OC)c(OC)c3)C(=O)N=C2S1
→ -8 | -1 | -0.4 | -0.4
- CC(C)CC(=O)CC1(O)C(=O)Nc2ccccc21 (stereo not drawn)
→ -5 | 5 | -0.2 | -0.2
- COc1cccc(CNC(=O)Cn2nc(-c3ccc(Cl)cc3)ccc2=O)c1
→ 5 | 5 | -0.8 | 0.7
- Cc1cccn2c(CNCCCOc3cccnc3)c(C(=O)N3CCOCC3)nc12
→ 6 | -3 | 0.1 | 0.1
- CC(=O)c1ccc(NC(=O)c2cccc(Cl)c2Cl)cc1
→ 7 | -24 | -0.1 | 0.1
- CC1=C(C(=O)Nc2nc3ccccc3s2)C(c2ccc(F)cc2)C2=C(CCCC2=O)N1 (stereo not drawn)
→ -10 | 7 | 1.0 | 0.0
- O=[N+]([O-])c1ccc(N2CCN(S(=O)(=O)c3ccc4ccccc4c3)CC2)c(C(F)(F)F)c1
→ 2 | 0 | 2.1 | -0.3
- CN(C1CCCCC1)S(=O)(=O)N1CCCC(C(=O)O)C1 (stereo not drawn)
→ 9 | 2 | -0.7 | 0.4
- COCCNS(=O)(=O)c1cc2c(cc1C)NC(=O)CO2
→ -3 | -6 | 0.3 | 0.1
- CC1(C)c2ccccc2N(c2ccccc2)C12C=Cc1cc(Br)cc([N+](=O)[O-])c1O2 (stereo not drawn)
→ 4 | 20 | -0.4 | 0.0
- COc1ccc(NC(=O)c2sc3ncn(CC(=O)N4CCCCC4)c(=O)c3c2C)c(OC)c1
→ 1 | 3 | -1.0 | -0.2
- CN(CCCNC(=O)C1CCC(CNS(=O)(=O)c2ccccc2)CC1)c1ccccc1 (stereo not drawn)
→ 7 | 11 | -0.1 | 0.7
- Cc1cc(/C=C2/SC(=O)NC2=O)c(C)n1C
→ 4 | -9 | 1.6 | 0.1
- CNC(=O)c1ccc(CN(C(C)C)C(C)C)o1
→ -44 | 6 | -1.1 | 0.2
- Cc1ccc(S(=O)(=O)Nc2c(C)cc(Cl)nc2Cl)cc1
→ 4 | 5 | -0.2 | 0.0
- COc1cc2nc(NCCN3CCOCC3)nc(NC3CC3)c2cc1OC
→ 14 | 3 | -1.3 | -0.2
- COc1ccc(/C=C2\C=C(c3ccccc3)N(c3ccc(Nc4ccccc4)cc3)C2=O)cc1
→ -7 | 0 | -1.3 | -0.1
- Cc1cc(S(=O)(=O)N2CCCCC2)ccc1Br
→ -1 | -3 | -0.7 | 0.0
- Cn1c(=NC(=O)CSCC(=O)NC2CCCCC2)sc2ccccc21
→ 12 | 3 | 0.3 | 0.4
- COc1ccc2nc3c(cc2c1)c(N)nn3C(=O)c1ccccc1[N+](=O)[O-]
→ 20 | 0 | 1.0 | 0.4
- CCCCCCOC(=O)C1=C(C)NC(=O)NC1c1cccc([N+](=O)[O-])c1 (stereo not drawn)
→ 16 | -13 | 0.6 | 0.2
- Cc1ccc(S(=O)(=O)N2CCN(S(=O)(=O)c3ccc(C)c([N+](=O)[O-])c3)C2)cc1
→ 5 | -7 | -1.3 | -0.1
- COc1ccc(CN(C(=O)c2cc(OC)c(OC)c(OC)c2)C2CCS(=O)(=O)C2)cc1 (stereo not drawn)
→ 9 | -3 | 0.4 | 0.0
- CCC(CO)Nc1ccc2ncc(-c3ccc(C)cc3)n2n1 (stereo not drawn)
→ 14 | 24 | -0.4 | -0.5
- CC1CC(C)CN(S(=O)(=O)c2ccc(Oc3ccc([N+](=O)[O-])cc3)cc2)C1 (stereo not drawn)
→ -10 | 2 | 1.9 | 0.0
- Cc1nc2ccccc2c(=O)n1NC(=O)c1ccc([N+](=O)[O-])cc1
→ 21 | 4 | -1.6 | 0.1
- COc1cccc(OCC(=O)NC(CC(C)C)C(=O)O)c1 (stereo not drawn)
→ 12 | 6 | 3.3 | 0.1
- NC(=O)CSc1nnc2c3ccccc3n(CCc3ccccc3)c2n1
→ 53* | -4 | 0.4 | 0.1
- COc1cc(C(=O)Oc2ccc3c(C)cc(=O)oc3c2C(C)=O)cc(OC)c1OC
→ 2 | 0 | 1.3 | -0.1
- N#Cc1ccc(C(=O)Nc2nc(-c3cccc4ccccc34)cs2)cc1
→ 19 | 1 | -0.2 | 0.2
- Cn1nccc1Nc1nc(NCc2cccnc2)c2ncn(Cc3ccc(C(F)(F)F)cc3)c2n1
→ -8 | -21 | -0.4 | 0.0
- COc1ccc(C2CC(C(F)(F)F)n3ncc(C(=O)Nc4cc(C)cc(C)c4)c3N2)cc1OC (stereo not drawn)
→ 18 | 3 | 0.9 | 0.2
- N#Cc1ccc(NC(=O)COC(=O)c2ccc(Cl)c(S(=O)(=O)N3CCCC3)c2)cc1
→ 10 | 7 | 0.6 | 0.1
- CC(C)(CNc1ccc([N+](=O)[O-])cc1Cl)CNS(=O)(=O)c1ccc(F)cc1
→ -2 | 12 | 3.9 | 0.0
- Cc1cccc(N2CCN(C(=O)C3=C(C(=O)O)CCCC3)CC2)c1C
→ 11 | 5 | -0.4 | -0.1
- CCCC(=O)N1c2ccccc2NC2=C(C(=O)CCC2)C1c1cccnc1 (stereo not drawn)
→ 7 | 1 | 0.0 | 0.1
- COc1ccc(-c2nc(-c3ccc(C)nc3OC)no2)cc1
→ 7 | -9 | 2.2 | 0.0
- OCC1(CC2CCCCO2)CCN(Cc2cc3ccccc3s2)CC1 (stereo not drawn)
→ 5 | 3 | -1.1 | -0.1
- O=C(Nc1ccccc1)c1cc(S(=O)(=O)N2CCOCC2)cs1
→ 5 | 9 | 0.6 | -0.1
- CC(=O)Nc1ccc(C2NN=C(c3ccccc3)S2)cc1 (stereo not drawn)
→ 19 | -35 | -3.7 | 0.1
- CCOC(=O)C1=C(C)N=c2s/c(=C\c3ccc(OCC(=O)O)c(OC)c3)c(=O)n2C1c1ccc(OC)cc1 (stereo not drawn)
→ 8 | -10 | -0.6 | -0.3
- COc1ccc(CC(=O)Nc2ccc(C)c(C)c2)cc1OC
→ 2 | 8 | 1.2 | -0.1
- CC(=O)c1cnc2c(-c3cccc(Br)c3)cnn2c1C
→ -5 | -24 | 0.1 | 0.0
- O=C(CNC(=S)N(CCCN1CCOCC1)Cc1cccs1)NC1CCCCCCC1
→ -4 | 6 | 0.8 | 0.1
- Cc1ccc(C(=O)NCCCOC(C)C)cc1S(=O)(=O)Nc1cccc(C)c1C
→ 5 | -2 | -0.2 | -0.2
- CC(Cc1ccco1)NC(=O)Nc1ccc2c(c1)OCO2 (stereo not drawn)
→ -3 | -9 | 3.2 | 0.0
- CCn1c(-c2cc(OC)ccc2OC)cs/c1=N\N=C\c1ccc(O)c(OC)c1
→ 1 | -3 | -0.1 | 0.0
- N#Cc1cc(-c2nc(Nc3ccc(N4CCOCC4)cc3)ncc2F)cc(N2CCOCC2)c1
→ -2 | 4 | -0.6 | 0.0
- Cc1cc(Cl)ccc1NC(=O)CN(c1cccc(Cl)c1Cl)S(=O)(=O)c1ccccc1
→ 9 | -2 | 1.2 | 0.0
- COc1ccc(CCNS(=O)(=O)c2cc(/C=C/C(=O)O)ccc2OC)cc1OC
→ -3 | 6 | 0.0 | -0.2
- COc1ccc(C(c2nnnn2C2CCCC2)N2CCC(C)CC2)cc1 (stereo not drawn)
→ 11 | -11 | 0.0 | 0.1
- O=C(Nc1c[nH]c(=O)[nH]c1=O)c1ccc2c(c1)C(=O)N(c1ccc(C(=O)c3ccccc3)cc1)C2=O
→ 12 | -3 | -0.6 | -0.2
- COC(=O)c1ccc(COc2c(C(C)=O)cc(C)cc2C(C)=O)cc1
→ 8 | -4 | -0.8 | -0.3
- O=c1c2ccccc2nc(-c2ccccc2F)n1Cc1ccc(C(F)(F)F)cc1
→ 21 | 1 | -0.5 | 0.0
- CCOC(=O)c1cc2sc(C)cc2n1CC(=O)N1CCCCCC1
→ 19 | 3 | 0.9 | -0.1
- O=C(c1ccco1)N1CCN(c2nc3ccccc3c(=O)n2-c2ccc(Cl)cc2)CC1
→ 20 | -7 | 0.0 | 0.0
- CCCC(=O)Nc1cccc(NC(=O)c2cc([N+](=O)[O-])ccc2Br)c1
→ 9 | 20 | 1.9 | 0.1
- Cc1cnc(NC2CCC(O)CC2)nc1Nc1ccc(N2CCOCC2)cc1 (stereo not drawn)
→ 17 | -1 | -1.0 | -0.1

# 3 records picked at random from those above, as already listed:
# Below each SMILES – MITF inh | TEAD-YAP block | GPR151 ag | FBW7 act
- COC(=O)c1ccc(COc2c(C(C)=O)cc(C)cc2C(C)=O)cc1
→ 8 | -4 | -0.8 | -0.3
- COc1ccc(C(c2nnnn2C2CCCC2)N2CCC(C)CC2)cc1 (stereo not drawn)
→ 11 | -11 | 0.0 | 0.1
- CCn1c(-c2cc(OC)ccc2OC)cs/c1=N\N=C\c1ccc(O)c(OC)c1
→ 1 | -3 | -0.1 | 0.0

# The listing continues.
# Below each SMILES – MITF inh | TEAD-YAP block | GPR151 ag | FBW7 act
- CC(C)CN(C(=O)COC(=O)c1ccc(Cl)nc1)C1CCS(=O)(=O)C1 (stereo not drawn)
→ 4 | -14 | 0.0 | 0.1
- O=C(Nc1cccc(-c2cn3cccnc3n2)c1)c1ccccc1I
→ -14 | 0 | -1.4 | 0.1
- O=C1CCCN1CCCNc1nc(-c2ccc(N3CCOCC3)nc2)nc2c1ncn2-c1ccsc1
→ -10 | 48* | -1.8 | 0.1
- COc1ccc(C(C)=O)cc1Cn1nnc(-c2ccc(Cl)cc2)n1
→ 3 | 1 | -1.8 | -0.1
- Cc1ccc(C(=O)N2CCN(c3cc4c(cc3[N+](=O)[O-])n(C)c(=O)n4C)CC2)cc1
→ 1 | 13 | -0.2 | 0.0
- CCOCC(O)CNC(=O)c1ccc(OC)c(OC2CCN(C(C)C)CC2)c1 (stereo not drawn)
→ -7 | 13 | -1.8 | -0.2
- CCCCCCS(=O)(=O)Nc1ccc([N+](=O)[O-])cc1O
→ -2 | -2 | 1.0 | 0.3
- CCOc1ccc(-c2c(=O)n(OCc3ccc([N+](=O)[O-])cc3)c3ccccc3[n+]2[O-])cc1
→ -1 | -24 | 0.7 | 0.0
- O=C(Nc1ncc(Br)s1)c1cc(F)c(F)c(F)c1F
→ 11 | -9 | 1.4 | -0.2

# Structural class: the compounds so far containing an aryl methoxy group
# Below each SMILES – MITF inh | TEAD-YAP block | GPR151 ag | FBW7 act
- CCS(=O)(=O)C1=NN2C(=N)/C(=C\c3ccc(OC)c(OC)c3)C(=O)N=C2S1
→ -8 | -1 | -0.4 | -0.4
- COc1cccc(CNC(=O)Cn2nc(-c3ccc(Cl)cc3)ccc2=O)c1
→ 5 | 5 | -0.8 | 0.7
- COc1ccc(NC(=O)c2sc3ncn(CC(=O)N4CCCCC4)c(=O)c3c2C)c(OC)c1
→ 1 | 3 | -1.0 | -0.2
- COc1cc2nc(NCCN3CCOCC3)nc(NC3CC3)c2cc1OC
→ 14 | 3 | -1.3 | -0.2
- COc1ccc(/C=C2\C=C(c3ccccc3)N(c3ccc(Nc4ccccc4)cc3)C2=O)cc1
→ -7 | 0 | -1.3 | -0.1
- COc1ccc2nc3c(cc2c1)c(N)nn3C(=O)c1ccccc1[N+](=O)[O-]
→ 20 | 0 | 1.0 | 0.4
- COc1ccc(CN(C(=O)c2cc(OC)c(OC)c(OC)c2)C2CCS(=O)(=O)C2)cc1 (stereo not drawn)
→ 9 | -3 | 0.4 | 0.0
- COc1cccc(OCC(=O)NC(CC(C)C)C(=O)O)c1 (stereo not drawn)
→ 12 | 6 | 3.3 | 0.1
- COc1cc(C(=O)Oc2ccc3c(C)cc(=O)oc3c2C(C)=O)cc(OC)c1OC
→ 2 | 0 | 1.3 | -0.1
- COc1ccc(C2CC(C(F)(F)F)n3ncc(C(=O)Nc4cc(C)cc(C)c4)c3N2)cc1OC (stereo not drawn)
→ 18 | 3 | 0.9 | 0.2
- COc1ccc(-c2nc(-c3ccc(C)nc3OC)no2)cc1
→ 7 | -9 | 2.2 | 0.0
- CCOC(=O)C1=C(C)N=c2s/c(=C\c3ccc(OCC(=O)O)c(OC)c3)c(=O)n2C1c1ccc(OC)cc1 (stereo not drawn)
→ 8 | -10 | -0.6 | -0.3
- COc1ccc(CC(=O)Nc2ccc(C)c(C)c2)cc1OC
→ 2 | 8 | 1.2 | -0.1
- CCn1c(-c2cc(OC)ccc2OC)cs/c1=N\N=C\c1ccc(O)c(OC)c1
→ 1 | -3 | -0.1 | 0.0
- COc1ccc(CCNS(=O)(=O)c2cc(/C=C/C(=O)O)ccc2OC)cc1OC
→ -3 | 6 | 0.0 | -0.2
- COc1ccc(C(c2nnnn2C2CCCC2)N2CCC(C)CC2)cc1 (stereo not drawn)
→ 11 | -11 | 0.0 | 0.1
- COc1ccc(C(C)=O)cc1Cn1nnc(-c2ccc(Cl)cc2)n1
→ 3 | 1 | -1.8 | -0.1
- CCOCC(O)CNC(=O)c1ccc(OC)c(OC2CCN(C(C)C)CC2)c1 (stereo not drawn)
→ -7 | 13 | -1.8 | -0.2

# Bioassay records: PubChem, The Scripps Research Institute Molecular Screening Center
